# Tb PYK inh: T. brucei pyruvate kinase inhibition; Q57TT1; TbPYK enzyme, Kinase-Glo Plus ATP luminescence, 45 min; Potency, µM (highest dose often 76.8 µM), without a hit: at the top dose activity, negative = inhibition, usual class: inhibitors; actives 0.12% (n = 410,000); note: potency is the fitted concentration of half-maximal effect; % is set by controls: 0 for no effect and ±100 for the full control effect; nearly all actives have a fitted effect of over 50% in size
#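 Luminescent Kinase-Glo Plus end-point after 45 min room-temperature reaction of T. brucei pyruvate kinase started with 130 uM ADP (final). Buffer TEA 50 mM pH 7.2 with KCl, MgCl2, BSA, Tween-20; titration-based qHTS with fitted concentration-effect curves.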
# Pf growth 48h: inhibits P. falciparum growth in the first generation, 48 h; P. falciparum luciferase growth in erythrocytes, 48 h; Potency, µM (top dose mostly 28.7 µM), for inactives: at the highest dose activity change, negative = inhibition, usual class: inhibitors; actives 5.9% (n = 310,000); note: potency is the fitted concentration of half-maximal effect; % is set by controls: 0 for no effect and ±100 for the full control effect
#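 Growth was read as firefly luciferase luminescence after a 48 h, 37 C, 5% CO2 exposure of compounds to reporter-bearing P. falciparum cultures (0.1% parasitemia, 2% hematocrit final) in Albumax-supplemented RPMI 1640.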
# Shiga toxin inh: blocks Shiga toxin action in Vero cells | Vero cells, Shiga toxin protein synthesis inhibition reporter | inhibition, % at 38.7 µM | actives 9.2% (n = 290,000); in the data active = inhibition mostly above about 28%, no sharp cut-off; inactive = mostly below about 43%; note: 0% is about no effect
# Pf growth 96h: inhibits malaria parasite growth, 96 h. Potency, µM (top dose mostly 28.7 µM), without a hit: at the top dose activity change, negative = inhibition, hits mostly inhibitors. actives 6.9% (n = 320,000). P. falciparum luciferase reporter growth, 96 h; note: potency is the fitted concentration of half-maximal effect; % is set by controls: 0 for no effect and ±100 for the full control effect
#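 Infected RBCs, 2% Hct / 0.05% parasitemia final; luciferase-reporter P. falciparum; cpd 96 h, 37 C, 5% CO2; luciferase detection reagent; luminescence.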
# LmPK inhibitor: LmPK (Leishmania mexicana) enzyme inhibition; AID 1721; purified LmPK, Kinase-Glo ATP luminescence, 1 h; Potency, µM (top dose mostly 57.5 µM), for the others: at the top dose activity change, negative = inhibition, actives largely listed as inhibitors; Q27686; actives 0.37% (n = 290,000); note: potency is the fitted concentration of half-maximal effect; % is set by controls: 0 for no effect and ±100 for the full control effect
# Target sequence (Q27686 whole entry, looked up): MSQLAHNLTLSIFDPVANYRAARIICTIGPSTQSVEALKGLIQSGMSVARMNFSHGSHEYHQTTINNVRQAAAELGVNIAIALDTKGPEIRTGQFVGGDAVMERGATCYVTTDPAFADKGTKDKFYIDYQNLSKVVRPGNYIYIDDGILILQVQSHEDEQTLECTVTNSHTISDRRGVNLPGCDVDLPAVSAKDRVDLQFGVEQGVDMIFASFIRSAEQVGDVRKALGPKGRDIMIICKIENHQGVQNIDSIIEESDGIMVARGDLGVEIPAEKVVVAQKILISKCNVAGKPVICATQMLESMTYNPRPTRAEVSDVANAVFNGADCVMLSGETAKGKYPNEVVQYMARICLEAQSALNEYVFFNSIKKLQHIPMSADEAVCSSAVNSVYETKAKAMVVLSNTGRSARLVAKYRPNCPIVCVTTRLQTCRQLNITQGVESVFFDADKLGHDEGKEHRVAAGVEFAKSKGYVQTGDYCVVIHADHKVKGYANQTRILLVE
#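 Purified LmPK (0.1 nM) converted ADP (0.1 mM) to ATP with PEP (0.5 mM) in imidazole buffer pH 7.2 with KCl and MgCl2, 1 h at room temperature. ATP was read by Kinase-Glo luminescence; data normalized to uninhibited and no-enzyme controls.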
# AmpC no deterg: blocks E. coli AmpC beta-lactamase in detergent-free assay; actives 0.52% (n = 330,000); AmpC nitrocefin hydrolysis, absorbance 480 nm, 0.0001% Triton; Potency, µM (highest dose often 57.1 µM), for inactives: at the top dose activity change, negative = inhibition, usual class: inhibitors;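 note: potency is the fitted concentration of half-maximal effect; plate controls were no compound for no effect and no enzyme for full effect; nearly all actives have a fitted effect of over 20% in size; some results filed as inactive show a strong effect at the top dose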
# Target sequence (P00811 whole entry, looked up): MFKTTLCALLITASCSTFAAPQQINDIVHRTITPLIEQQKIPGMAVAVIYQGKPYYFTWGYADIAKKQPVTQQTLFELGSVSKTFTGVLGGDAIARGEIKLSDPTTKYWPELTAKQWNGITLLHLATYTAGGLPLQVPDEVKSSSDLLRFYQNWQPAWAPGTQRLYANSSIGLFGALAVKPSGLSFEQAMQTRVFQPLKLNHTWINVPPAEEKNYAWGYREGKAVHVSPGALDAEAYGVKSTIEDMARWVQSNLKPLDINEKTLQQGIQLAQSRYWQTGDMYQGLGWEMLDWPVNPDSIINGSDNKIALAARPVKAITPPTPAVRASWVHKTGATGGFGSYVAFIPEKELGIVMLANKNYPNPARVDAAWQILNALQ
#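 20 mM phosphate pH 7.0 + 0.01% (detergent screen) or 0.0001% Triton X-100; 5.3 nM AmpC reagent; cpd preinc 15 min RT; nitrocefin (800 uM stock) to start; A480 q20 s × 4 min; Activity was normalised to no-enzyme and no-compound control wells.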
# CHX counter: affects cycloheximide protein synthesis inhibition readout, counter-screen | cell reporter, cycloheximide protein synthesis inhibition counterscreen | max response, % | actives 12% (n = 300,000) | AID 2314; in the data active = max response mostly above about 13%, no sharp cut-off; inactive = mostly below about 14%; note: read at 38.3 µM for the half of the compounds with a filed dose; 0% is about no effect
# * = called active by the depositor; ? = inconclusive; nt = no result given; [ ] = remark or other dose. Unless noted, calls come from the whole dose curve; as a rule, active = well fitted curve in the direction sought with a large enough effect; inconclusive = small, poorly fitted or top-dose-only effect, or another doubt; inactive = no such curve, though single readings can be large; an effect the other way counts as inactive or inconclusive.
1) CN(C)c1cccc(NC(=O)C2(C)CC2(Cl)Cl)c1 (stereo not drawn)
2) O=C(COc1ccc(/C=N/NC(=O)c2ccncc2)cc1)Nc1ccc([N+](=O)[O-])cc1
3) O=C(NN1C(=O)CSC1=S)c1cccnc1
4) O=C(CSc1nc(-c2ccccc2)cc(=O)[nH]1)Nc1ccc(Br)cc1
5) COc1ccc(CC2C(=O)OC(C)(C)OC2=O)cc1
6) O=C(Nc1ccccc1C(=O)O)c1cc(S(=O)(=O)Nc2ccccc2)ccc1Cl
7) C/C(=N\NC(=O)c1nnn(-c2nonc2N)c1-c1ccc2c(c1)OCO2)c1ccccc1
8) CCOC(=O)c1cnc2cc(-c3ccc(C)cc3)nn2c1-c1ccccc1

compound no. | 1 | 2 | 3 | 4 | 5 | 6 | 7 | 8
Tb PYK inh | -5% | -2% | -6% | 7% | -5% | 4% | 0% | 0%
Pf growth 48h | 15% | 13% | 3% | 0% | 46%[activator] | 5% | ? | ?
Shiga toxin inh | -7 | -9 | -12 | -3 | 22 | nt | 3 | -4
Pf growth 96h | 55%[activator] | 4% | 7% | -44% | 90%[activator] | -25% | 15µM* | ?
LmPK inhibitor | -3% | -2% | 0% | 2% | 1% | 2% | 5% | -1%
AmpC no deterg | -16% | -16% | -8% | -28% | -23% | -19% | -17% | -20%
CHX counter | -4 | -2 | -3 | -4 | 2 | -3 | 1 | -3

9) N/C(COc1ccccc1)=N\NC(=O)c1cccnc1Oc1ccccc1
10) Cc1cc(C(F)(F)F)nn1Cc1n[nH]c(=S)n1Cc1ccccc1
11) COc1ccc(/C=N\NC(=O)c2ccc(F)cc2)cc1COc1ccccc1C(N)=O
12) COc1ccccc1CNC(=O)[C@H](C)NC(=O)C1CCN(C(=O)[C@@H](N)Cc2ccccc2)CC1
13) CC1=NCCc2c1[nH]c1cc(O)ccc21
14) COc1ccc(C(=O)NCCS(=O)(=O)N2CCc3ccccc3C2)cc1OC
15) COc1cccc(CCNC(=O)c2cc(COc3c(F)cccc3F)on2)c1
16) COC(=O)c1ccc(CNC(=O)c2ccc3c(c2)NC(=O)CS3)cc1

compound no. | 9 | 10 | 11 | 12 | 13 | 14 | 15 | 16
Tb PYK inh | 7% | nt | -2% | 3% | -3% | -6% | 6% | 1%
Pf growth 48h | nt | ? | -3% | -7% | ? | 18% | -24% | ?
Shiga toxin inh | 3 | 3 | -15 | 3 | nt | nt | -2 | nt
Pf growth 96h | ? | -30% | ? | -12% | 3% | -25% | ? | ?
LmPK inhibitor | -1% | -6% | -1% | -3% | nt | nt | -1% | nt
AmpC no deterg | -9% | -11% | 94%[activator] | -5% | -1% | -9% | -28% | -48%
CHX counter | -1 | -2 | 4 | 0 | nt | nt | 16* | nt

17) NS(=O)(=O)c1ccc(CCNC(=O)C2CCCCC2)cc1
18) O=C(N/N=C\c1ccc(F)cc1)c1ccc(F)cc1
19) O=C(Nc1ccnn1C1CCN(C(=O)CCc2ccc(F)cc2)CC1)C1CCOC1 (stereo not drawn)
20) COc1ccccc1C(=O)NCCc1nc2ccccc2n1C
21) Cc1cc(C)cc(N(C(=O)Cn2nnc3ccccc32)C(C(=O)NCc2ccco2)c2ccncc2)c1 (stereo not drawn)
22) CCOc1ccc(C(=O)n2cnnc2N)cc1
23) N#Cc1ccc(C(=O)NN2C(=O)NC3(CCCCC3)C2=O)cc1
24) OC(COc1cc(Cl)c(Cl)cc1Cl)CN1CCN(c2ncccn2)CC1 (stereo not drawn)

compound no. | 17 | 18 | 19 | 20 | 21 | 22 | 23 | 24
Tb PYK inh | -5% | 2% | -7% | 2% | -1% | 0% | -3% | -9%
Pf growth 48h | ? | 241%[activator] | ? | 1% | -21% | 2% | 0% | 2%
Shiga toxin inh | -15 | 75* | 15 | -3 | 34 | 2 | nt | 3
Pf growth 96h | 101%[activator] | -10% | 1% | ? | 18% | 23% | 31% | 14%
LmPK inhibitor | 4% | 13%[11.5 µM] | -12% | -3% | 9% | -3% | nt | 1%
AmpC no deterg | -7% | -37% | 37% | 12% | 28% | -12% | -5% | 285%[activator]
CHX counter | -4 | 47* | 20* | 8 | 11 | -2 | nt | -2

25) CCOC(=O)CC1C(=O)NCCN1S(=O)(=O)c1ccccc1 (stereo not drawn)
26) Cc1ccc(C)c(S(=O)(=O)N2CCCOC2CNC(=O)C(=O)NCc2ccncc2)c1 (stereo not drawn)
27) Cc1ccc(N2C(=O)c3ccccc3C2C(=O)c2ccc(O)cc2O)cc1 (stereo not drawn)
28) CC1(C)CC(=O)c2cn3nc(C(F)(F)F)nc3nc2C1
29) CC(CCc1ccccc1)NC(=O)c1ccc(-n2cncn2)c([N+](=O)[O-])c1 (stereo not drawn)
30) CCCNC(=O)C(Cc1ccccc1)NS(=O)(=O)c1ccc2c(c1)CCC(=O)N2 (stereo not drawn)
31) COc1ccc(S(N)(=O)=O)cc1C(=O)NC1CCCc2ccccc21 (stereo not drawn)
32) CCCCCC(=O)Nc1ncc2c(n1)CC(c1cccs1)CC2=O (stereo not drawn)

compound no. | 25 | 26 | 27 | 28 | 29 | 30 | 31 | 32
Tb PYK inh | 2% | 6% | -6% | -4% | 4% | -3% | 1% | 9%
Pf growth 48h | -1% | ? | 3% | 8% | -23% | nt | 15% | ?
Shiga toxin inh | -7 | 1 | 29 | -6 | nt | -6 | -15 | 3
Pf growth 96h | 13% | ? | -20% | nt | 3% | ? | 5% | ?
LmPK inhibitor | -3% | -9% | 6% | -3% | nt | 3% | 4% | 3%
AmpC no deterg | -6% | 23% | -44% | -12% | -11% | -13% | -28% | -18%
CHX counter | -3 | -6 | -1 | -3 | nt | 1 | -4 | 1

# Next part; the last 3 above are carried over.
30) CCCNC(=O)C(Cc1ccccc1)NS(=O)(=O)c1ccc2c(c1)CCC(=O)N2 (stereo not drawn)
31) COc1ccc(S(N)(=O)=O)cc1C(=O)NC1CCCc2ccccc21 (stereo not drawn)
32) CCCCCC(=O)Nc1ncc2c(n1)CC(c1cccs1)CC2=O (stereo not drawn)
33) O=C(CCN1C(=O)/C(=C/c2ccccc2Cl)SC1=S)NNC(=O)c1ccccc1O
34) CN1CCC(N(C)C(=S)NC(=O)c2cc(-c3cccc(Br)c3)nc3ccccc23)CC1
35) COc1ccc(OCC(=O)N/N=C(\C)CC(=O)Nc2ccc(OC)cc2[N+](=O)[O-])cc1
36) CCOc1ccc(N2C(=O)CC(N3CCOCC3)C2=O)cc1 (stereo not drawn)
37) CCOc1ccc(NC(=O)CCN2CCN(C)CC2)cc1
38) COc1ccc(NC(=O)c2ccc(C#N)cc2)cc1NS(=O)(=O)c1ccc(F)cc1
39) COc1ccc(C)cc1NC(=O)C(c1ccccc1)N1CCN(CC(=O)NC2CC2)CC1 (stereo not drawn)
40) COc1cc2[nH]c(=O)c(C(=O)NCCCN3CCCCC3)c(O)c2cc1OC

compound no. | 30 | 31 | 32 | 33 | 34 | 35 | 36 | 37 | 38 | 39 | 40
Tb PYK inh | -3% | 1% | 9% | -1% | -16% | -2% | 3% | -10% | -3% | 0% | 1%
Pf growth 48h | nt | 15% | ? | 11% | ? | 11% | -3% | 12% | 0% | 2.3µM* | ?
Shiga toxin inh | -6 | -15 | 3 | -11 | -1 | -13 | 25 | -12 | 2 | nt | -11
Pf growth 96h | ? | 5% | ? | 53%[activator] | ? | 5% | nt | 0% | -3% | 2.1µM* | 12%
LmPK inhibitor | 3% | 4% | 3% | 1% | 2% | 8%[11.5 µM] | 2% | 2% | 3% | nt | -3%
AmpC no deterg | -13% | -28% | -18% | -50% | -2%[2.29 µM] | -13% | -16% | -12% | -33% | 202%[activator] | -1%
CHX counter | 1 | -4 | 1 | -6 | -2 | -2 | 6 | -3 | 7 | nt | -2

41) CCOc1cc(CNCC(C)C)c(Cl)cc1OCC(=O)Nc1ccccc1
42) COc1cc(/C=N/NC(=O)C2CCN(CC(O)COCc3ccccc3)CC2)cc(OC)c1OC (stereo not drawn)
43) COc1ccc(N(CC(=O)Nc2cc(C)ccc2C)S(=O)(=O)c2c(C)noc2C)cc1
44) CCc1cc2c(-c3ccccc3)cc(=O)oc2c(CN2CCOCC2)c1O
45) NS(=O)(=O)c1ccc(CCNCc2cc(Br)ccc2OCc2ccccc2)cc1
46) COc1ccc(OC)c(N(CC(=O)NCC2CCCO2)S(=O)(=O)c2ccccc2)c1 (stereo not drawn)
47) COc1ccc(-n2nnnc2SCC(=O)N2CCCC2=O)cc1
48) Oc1ccccc1Cc1c(O)ccc2ccccc12

compound no. | 41 | 42 | 43 | 44 | 45 | 46 | 47 | 48
Tb PYK inh | 7% | -3% | 3% | -5% | 0% | 1% | 5% | -5%
Pf growth 48h | ? | ? | ? | ? | 13µM* | 7% | -17% | 16%
Shiga toxin inh | -8 | 3 | -8 | -6 | -16 | -5 | nt | nt
Pf growth 96h | -26% | ? | ? | nt | -18% | -9% | -28% | -12%
LmPK inhibitor | 1% | 1% | 7% | 7% | 1% | 0% | nt | nt
AmpC no deterg | -4%[2.29 µM] | 10% | 30% | 86%[activator] | -47% | 31% | -9% | -12%
CHX counter | 8 | -10 | 1 | -7 | -2 | -7 | nt | nt

49) Cc1ccc(-n2c(SCC(=O)N/N=C/c3ccccc3OCC(=O)O)nc3ccccc3c2=O)cc1
50) Cc1ccc(NC(=O)c2cccnc2)cc1S(=O)(=O)N(C)C
51) Clc1ccc(CCNc2nc3ccccc3n3nnnc23)cc1
52) Cc1ccc(S(=O)(=O)c2nc(-c3ccco3)oc2SCC(=O)NCC2CCCO2)cc1 (stereo not drawn)
53) C[C@@H]1C[C@H]2OC(=O)C3(CO3)[C@H]2[C@H](O)[C@]2(C)C(=O)C3OC3[C@@H]12 (stereo partly drawn)
54) CCOc1cc(C(=O)Nc2ccc([N+](=O)[O-])cn2)cc(OCC)c1OCC
55) Cc1c(Cl)cnc(NC(=O)COC(=O)CCc2nc3ccccc3s2)c1Cl
56) Cc1ccc(OCC(=O)N2CCN(C(=O)c3cccnc3)CC2)cc1
57) Cc1cc(C(=O)N2CCCC(Nc3ccc(C(C)C)cc3)C2)nn1C (stereo not drawn)
58) Cc1ccc2ncnc(Oc3ncccc3[N+](=O)[O-])c2c1
59) Cc1nc(CCNC(=O)C2CCC(=O)N(Cc3cccc(F)c3)C2)sc1C (stereo not drawn)

compound no. | 49 | 50 | 51 | 52 | 53 | 54 | 55 | 56 | 57 | 58 | 59
Tb PYK inh | -4% | 2% | 0% | -12% | nt | 1% | 2% | 2% | -1% | -2% | 1%
Pf growth 48h | -13% | -29% | nt | ? | 12µM* | -5% | 4% | 2% | ? | ? | 5%
Shiga toxin inh | -3 | 23 | 8 | -3 | 40* | 29 | -14 | -3 | -5 | 30 | -5
Pf growth 96h | -2% | 9% | -30% | 84%[activator] | ? | -17% | ? | 477%[activator] | -10% | 11% | 25%
LmPK inhibitor | 12% | 1% | -1% | 1% | -3% | 5% | -1% | -2% | -8% | 3% | -12%
AmpC no deterg | -35% | -25% | -12% | 21% | -7% | -12% | -24% | -11% | 81%[activator] | -27% | 27%
CHX counter | -3 | 12 | 4 | 11 | 21* | 9 | 3 | -5 | -2 | 17 | 1
